# Screens deposited in PubChem BioAssay by several laboratories.
# p-CIP stab down: p/CIP-EGFP fusion destabilizers, primary screen, fluorescence, F442A cells; Q05BA5; 16 h; decrease of EGFP signal, % at 10 µM; 290,000 compounds, 0.01% hits;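 active = EGFP signal decrease of at least 30% at 10 µM or well 3 SD below plate mean, unless failing retest; inactive = the rest, including hits failing retest or dose response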; note: some compounds called inactive have numbers as strong as hits; many of its hits are not listed in these tables
# GalR3 antag: GalR3 antagonists in HEK293 cells, primary screen, cell-based, fluorescence readout; AID 651719, 2012; HEK293 GalR3-CNG cAMP membrane potential fluorescence; galR3 body fused to GalR1 C-terminus; inhibition, % at 3 µM; Galanin receptor type 3 (Homo sapiens), O60755; 360,000 compounds, 0.44% hits;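 active = inhibition above the screen-wide average plus 3 SD, cut at about 13% in these data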;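 note: forskolin and galanin both at EC90 stimulate the cells; cAMP rise reported by CNG channel membrane potential dye signal; 0% = forskolin plus galanin with DMSO and 100% = forskolin alone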
# Target sequence (O60755 1-299 limits assumed): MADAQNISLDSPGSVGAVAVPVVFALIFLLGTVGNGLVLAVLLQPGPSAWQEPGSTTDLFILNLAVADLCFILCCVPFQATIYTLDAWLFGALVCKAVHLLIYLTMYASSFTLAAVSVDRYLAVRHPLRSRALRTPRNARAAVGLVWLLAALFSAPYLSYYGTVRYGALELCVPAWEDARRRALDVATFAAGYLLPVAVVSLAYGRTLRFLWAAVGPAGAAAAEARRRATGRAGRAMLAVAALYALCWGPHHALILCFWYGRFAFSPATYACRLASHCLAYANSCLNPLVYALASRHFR
# SUMO HTRF inh: inhibitors of in vitro SUMOylation cascade, primary screen, biochemical, HTRF, uHTS; 290,000 compounds, 0.36% hits; AID 2006, 2009; inhibition, % at 35 µM; HTRF SUMOylation assay, SAE1/SAE2 + UBC9; SUMO-conjugating enzyme UBC9 (Homo sapiens), P63279; in the data active = inhibition above about 50%, passing the limit was not always enough; note: strong numbers were not always called active
# Target sequence (P63279 whole entry, looked up): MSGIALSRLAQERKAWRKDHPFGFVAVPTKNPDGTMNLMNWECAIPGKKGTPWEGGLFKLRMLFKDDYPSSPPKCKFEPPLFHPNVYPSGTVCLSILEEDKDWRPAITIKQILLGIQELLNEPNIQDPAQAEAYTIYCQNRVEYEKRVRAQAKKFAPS
# CRFBP-R2 block: antagonists of CRF-BP/CRF-R2 complex, primary screen, cell-based, HEK293, calcium dye fluorescence, uHTS; CRF-induced calcium fluorescence; inhibition, % at 11.8 µM; 350,000 compounds, 0.59% hits;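 active = inhibition of the ligand-induced calcium signal above about 50% at the single tested concentration, limit read from the data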
# NS3 helicase inh: inhibitors of HCV NS3 helicase, primary screen, biochemical, Cy5 molecular beacon fluorescence; inhibition, % at 10.9 µM; NS3 helicase DNA unwinding; Hepatitis C virus NS3 helicase; 290,000 compounds, 0.56% hits; AID 1800, 2009;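 active = inhibition above the mean of all tested compounds plus 3 SD, set per campaign, cut at about 35% in these data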;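 note: 0% = DMSO wells and 100% = thioflavine S control wells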
#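 Assay system – hepatitis C virus NS3 helicase domain fragment enzyme · Buffer or medium – MOPS pH 6.5, MgCl2, DTT, Tween20, BSA · Reagent – Cy5/quencher beacon DNA duplex and ATP to start · Compound – single 10.9 µM dose · Timing – 1 h at 25 °C · Technique – Cy5 beacon fluorescence read at start and 1 h · Measure – % inhibition of unwinding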
# VIM-2 inh: VIM-2 metallo-beta-lactamase inhibitors, primary screen, biochemical, epi-absorbance readout, Pseudomonas aeruginosa enzyme; purified VIM-2, nitrocefin hydrolysis, epi-absorbance fluorescence; 290,000 compounds, 0.89% hits; inhibition, % at 5.6 µM;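 active = inhibition above the mean of all tested compounds plus 3 SD, cutoff set per screening run, cut at about 7.5% in these data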;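 note: red hydrolysis product quenches plate fluorescence so inhibitors raise well fluorescence; 0% = enzyme with DMSO and 100% = DMSO without enzyme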
# IMP-1 inhibitor: IMP-1 metallo-beta-lactamase inhibitors, primary screen, biochemical, epi-absorbance readout, Pseudomonas aeruginosa enzyme | metallo-beta-lactamase IMP-1 (Pseudomonas aeruginosa) | purified IMP-1, nitrocefin hydrolysis, epi-absorbance fluorescence | inhibition, % at 5.6 µM | 290,000 compounds, 0.45% hits | AID 1556, 2009;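 active = inhibition above the mean plus 3 SD of all compounds in the same screening run, cut at about 4.5% in these data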;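 note: 0% = IMP-1 with DMSO and 100% = DMSO wells lacking enzyme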
#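 System: Purified IMP-1 | Read-out basis: Percent enzyme inhibition | Controls: IMP-1 with DMSO as 0%, enzyme-free DMSO as 100% | Replicates: One well per compound | Doses: 5.6 µM nominal single concentration | Detection: Epi-absorbance fluorescence, 480 nm excitation, 530 nm emission | Incubation: 25 °C, 15 min preincubation, 25 min reaction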
# IDE inh: human IDE inhibitors in live cells, primary screen, fluorescence polarization, HEK cells, FAbetaB substrate | 320,000 compounds, 0.41% hits | Insulin-degrading enzyme (Homo sapiens), P14735 | inhibition, % at 5.59 µM | AID 434962, 2010 | FAbetaB cleavage;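 active = percent inhibition above the average of all tested compounds plus 3 SD, set per screening campaign, cut at about 16% in these data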;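 note: IDE supplied by intact live HEK cells; FP after avidin binding of uncleaved biotin substrate so inhibition keeps polarization high; 0% = DMSO wells and 100% = 60 µM reference IDE inhibitor Ii1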
# IDE act: human IDE activators in live cells, primary screen, fluorescence polarization, HEK cells, FAbeta-B substrate. AID 493087, 2011. 340,000 compounds, 0.073% hits. activation, % at 5.96 µM. Insulin-degrading enzyme (Homo sapiens), P14735. FAbeta-B cleavage; 0% vehicle, 100% cell-free pure enzyme wells;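 active = activation above the mean of all tested compounds plus 3 SD, set per screening campaign, cut at about 17% in these data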
# Numbers without * were called inactive; x = no result given.
GalR3 antag	p-CIP stab down	IDE act	SUMO HTRF inh	IDE inh	CRFBP-R2 block	IMP-1 inhibitor	NS3 helicase inh	VIM-2 inh	smiles
-2.3	13.5	-3.9	-1.1	-1.2	-20.2	2.5	1.0	-2.7	CC(C)COC(=O)N1CCCC1C(=O)O (stereo not drawn)
-2.9	x	3.7	x	-2.1	-0.4	x	x	x	CCN(Cc1ccccc1)C(=O)COC(=O)c1cc(S(=O)(=O)Nc2ccccc2OC)ccc1O
-0.4	-8.4	1.6	28.5	-0.8	0.5	-2.8	5.7	-0.5	Cc1cc(S(=O)(=O)N2CCOCC2)ccc1F
x	7.0	7.4	24.9	2.6	19.0	-3.5	3.6	-2.9	CCCNC(=O)Cn1cnc2sc(C(=O)Nc3ccc4c(c3)OCO4)c(C)c2c1=O
-7.2	4.3	2.1	-0.1	2.6	8.7	-2.3	9.7	-0.8	CC(C)[C@H]1C(=O)Nc2ccccc2N1C(=O)N[C@@H](Cc1ccccc1)C(=O)N[C@@H](Cc1ccccc1)C(=O)O
-6.0	x	0.4	x	-1.3	-1.5	x	x	x	CSc1ccc(NC(=O)CSc2nc3[nH]c(=O)cc(O)c3s2)cc1
-0.6	-5.2	0.7	11.4	2.4	4.6	-1.3	8.4	-1.3	Cc1cc(C)nc(SCC(=O)c2cc3ccccc3oc2=O)n1
-3.1	x	4.3	x	-1.0	6.7	x	x	x	CC(C)(C)C(=O)COC(=O)c1cc(S(=O)(=O)N2CCCCC2)ccc1N1CCOCC1
-1.6	-11.6	5.5	-8.1	-1.5	11.4	-0.8	6.9	-2.6	Cc1cccc(OCC(=O)NS(=O)(=O)c2ccc(Br)cc2)c1
-7.4	-16.7	-7.3	24.5	-1.6	-18.9	-3.6	8.5	-0.1	S=c1[nH]nc(-c2ccc3ccccc3n2)n1-c1ccc(Cl)cc1
1.8	-12.7	5.8	9.4	-1.3	-6.9	-5.7	17.5	-2.6	COCCN1CCN(C(=O)c2ccc3nc(Cc4ccccc4F)oc3c2)CC1
0.8	4.6	2.6	31.8	1.1	-14.7	-1.6	-10.2	-1.2	CC(=O)c1c(C)[nH]c(C(=O)CSc2nnc(CN3CCCCCC3=O)n2-c2ccccn2)c1C
-5.0	x	-2.9	x	5.2	7.2	x	x	x	O=C(COc1ccc2ccc(=O)oc2c1)Nc1cc([N+](=O)[O-])ccc1F
-6.1	-8.1	0.2	15.8	2.3	2.4	-0.3	-2.4	-2.5	O=C(NCC1CCCO1)C(c1ccco1)N(Cc1ccc(F)cc1)C(=O)CN1C(=O)c2ccccc2S1(=O)=O (stereo not drawn)
1.3	6.1	2.6	2.7	-0.8	2.1	-2.6	7.5	-0.7	CC(Oc1cc(F)ccc1[N+](=O)[O-])C(=O)N(C)CC(=O)Nc1ccccc1C(F)(F)F (stereo not drawn)
0.9	15.0	x	17.2	-0.8	-19.3	-1.1	-1.8	-0.9	O=C(CSc1nc2ncccc2[nH]1)Nc1ccc2c(c1)OCO2
x	-8.7	-3.9	13.1	0.8	17.3	-4.0	4.1	-3.0	CCOC(=O)c1oc2ccccc2c1CN1CCN(C(=O)c2ccccc2)CC1
-1.8	5.8	0.6	-4.8	3.9	-0.6	-1.9	-7.7	-1.0	COCCn1c(Sc2ccccc2)nc2c1c(=O)[nH]c(=O)n2C
-3.0	6.9	-0.6	0.7	-1.0	-6.9	-2.1	-2.2	-2.5	CCCCNC(=O)Nc1nc(SCC(=O)OCC)n[nH]1
-4.2	-28.4	-5.5	7.7	5.8	-36.8	1.1	29.5	-3.5	Cc1ccc(-c2cn(-c3ccccc3)c(=S)[nH]2)cc1C
5.1	-9.8	6.3	7.8	x	7.7	-0.7	8.9	-2.3	O=S(=O)(c1ccccc1)N1CCN(C(=S)Nc2ccccc2)CC1
-0.7	-1.1	5.0	3.7	-3.5	-5.0	-0.3	6.0	-1.1	CC#CCC(CC#CC)c1nc2ccccc2c(=O)n1N
-3.5	-1.0	-0.2	5.3	5.1	15.5	-4.3	1.2	-1.3	COC(=O)c1c(-c2ccccc2)csc1N
x	-0.2	-30.9	-5.0	3.7	-21.6	-1.4	40.0*	1.4	COc1ccc(OC)c(C2CC(=O)N3CN(c4ccccc4F)CSC3=C2C#N)c1 (stereo not drawn)
1.1	x	0.1	x	5.7	16.6	x	x	x	CCOC(=O)OC(C)OC(=O)[C@@H]1N2C(=O)[C@@H](NC(=O)[C@H](N)c3ccccc3)[C@H]2SC1(C)C (stereo partly drawn)
-3.6	x	6.1	x	0.3	-11.6	x	x	x	CN(C)c1ccc(C(=O)OCC#CCSc2nnc(-c3cccc4ccccc34)o2)cc1
-0.6	5.0	2.0	16.6	12.4	9.7	-0.8	3.6	-1.0	Cc1nnsc1C(=O)Nc1cccc(Cl)c1
-7.3	-1.6	3.2	-4.5	-1.8	-3.3	-0.8	3.8	-0.9	Cc1ccc(CNC(=O)CCC(=O)Nc2nnc(C)s2)cc1
x	0.0	-0.8	3.3	1.0	-6.4	x	x	x	C=C(C)C(=O)Nc1cccc(C2=NOC3(C2)C[C@@H](C(N)=O)N(C(=O)c2ccc(OC)cc2)C3)c1 (stereo partly drawn)
-7.7	-17.9	2.9	3.6	-6.5	-2.2	-1.6	2.6	-1.7	CC(=O)Nc1ccc(S(=O)(=O)NCc2nc(-c3ccccc3C)no2)cc1
-7.0	6.1	-1.7	3.4	3.2	11.0	-0.1	18.4	6.0	CC1CCc2c(sc3c2C2=NS(=O)(=O)CCN2C=N3)C1 (stereo not drawn)
-5.9	8.1	-6.0	1.9	1.4	14.2	-0.6	5.7	-0.1	C=CCn1cccc(C(=O)Nc2ccc(OC)cc2OC)c1=O
-6.9	-2.2	-2.4	-10.2	-9.4	13.2	0.3	-13.3	-2.9	COc1ccc(C(=O)Oc2cc(C(=S)N3CCOCC3)ccc2OC)cc1
-6.3	-6.9	2.7	8.3	2.1	-3.9	-1.0	3.2	0.0	CCCC(=O)N1CCC(CCC(=O)NC2CC2)CC1
-1.9	-19.5	-0.9	2.2	-1.3	4.9	-5.8	1.4	-1.6	O=C(Nc1ccccc1F)C1CCCN(S(=O)(=O)c2cccc3cccnc23)C1 (stereo not drawn)
-8.2	-5.5	4.4	6.9	x	29.3	-6.9	9.2	1.5	O=C1/C(=C/c2ccc([N+](=O)[O-])cc2)Oc2cc(O)ccc21
-5.2	7.5	-3.7	-9.2	-0.8	-5.9	-1.3	-7.1	-3.0	O=C(CSC(=S)N1CCCCC1)N1N=CCC1c1ccccc1 (stereo not drawn)
-6.3	x	-1.5	x	4.5	-5.5	x	x	x	CCN(c1ccc(C(=O)CSc2nnc(C3CC3)n2C2CC2)cc1)S(C)(=O)=O
-8.5	3.3	9.9	3.6	-3.9	-1.2	-3.8	-1.2	-1.5	Cc1nc(SCC(=O)Nc2nnc(C(C)C)s2)n[nH]1
x	-1.8	-3.1	-12.3	1.0	5.5	-2.7	-5.5	-2.8	CCOC(=O)[C@@H]1[C@H]2COc3cc(OC)ccc3[C@H]2N2C(=O)N(c3ccc(F)cc3)C(=O)[C@]12C

# Another view of some results above:
# Every second line gives: GalR3 antag, p-CIP stab down, IDE act, SUMO HTRF inh, IDE inh, CRFBP-R2 block, IMP-1 inhibitor, NS3 helicase inh, VIM-2 inh
CCN(c1ccc(C(=O)CSc2nnc(C3CC3)n2C2CC2)cc1)S(C)(=O)=O
  -6.3, x, -1.5, x, 4.5, -5.5, x, x, x
Cc1cccc(OCC(=O)NS(=O)(=O)c2ccc(Br)cc2)c1
  -1.6, -11.6, 5.5, -8.1, -1.5, 11.4, -0.8, 6.9, -2.6

# Continuation:
GalR3 antag	p-CIP stab down	IDE act	SUMO HTRF inh	IDE inh	CRFBP-R2 block	IMP-1 inhibitor	NS3 helicase inh	VIM-2 inh	smiles
-4.6	4.5	2.2	-22.8	7.6	5.8	-3.3	-8.9	-3.0	CCOC(=O)C1=C(C)NC(C)=C(C(=O)OCC)C1C(=O)O
-0.3	12.5	-0.7	-6.2	1.4	-15.7	-1.9	8.6	0.9	CCN(C(=O)CSc1nnc(C)n1Cc1ccccc1)C1CCS(=O)(=O)C1 (stereo not drawn)
-5.7	8.2	0.0	7.8	-5.8	6.5	-5.5	-2.0	-1.1	O=C(CSc1nnc(-c2ccc(F)cc2)c2ccccc12)NCC1CCCO1 (stereo not drawn)
1.7	x	2.4	x	4.8	-3.1	x	x	x	[C-]#[N+][C@H](O[C@@H]1O[C@H](CO)[C@@H](O)[C@H](O)[C@H]1O)c1ccccc1
-3.8	-6.8	4.2	12.3	2.4	-5.1	-0.3	0.3	-1.9	CCOc1ccc(S(=O)(=O)NCCCl)cc1
4.0	-5.6	-3.0	0.8	-1.6	17.4	-2.3	-4.9	-2.0	Cc1cc(-c2nn(-c3ccccc3F)cc2CN2CCC(C(N)=O)CC2)c(C)s1
-6.9	8.9	-1.6	-3.2	-3.0	13.4	-2.2	-1.6	-5.1	Cc1ccc(C2=Nc3cccnc3C(c3ccccc3)=NN2)cc1
4.3	-7.5	-5.7	-0.1	2.6	-12.7	-0.8	-7.5	-1.4	N#CC1=C(N)C(C#N)(C#N)[C@H](c2cccnc2)[C@H]2CN(C(=O)OCc3ccccc3)CC=C12
-10.2	x	1.5	x	1.2	4.7	x	x	x	C[C@@]12C(=O)Nc3ccccc3C(=O)N1[C@H]1c3cc(Br)ccc3OC[C@@H]1[C@@H]2c1ccccc1
1.1	-3.5	3.8	10.0	0.8	14.9	-0.1	6.6	-1.9	COc1ccccc1NC(=S)NC(=O)C(C)(C)C
x	-12.4	3.4	2.8	7.5	-10.5	-2.4	-10.5	0.5	Cc1cc2nc(C3CCN(Cc4nnnn4Cc4cccs4)CC3)[nH]c2cc1C
-4.5	x	2.5	x	-0.2	16.2	x	x	x	Cc1ccc(S(=O)(=O)N2CCN(C(=O)CNC(=O)c3ccc(Cl)cc3)CC2)cc1
-13.8	-7.0	-0.2	7.6	-3.4	-22.0	-1.7	-58.3	2.0	CN(C)CCNC(=O)c1c(NC(=O)c2ccccc2)sc2c1CCCC2
-1.7	-2.2	-3.0	-5.2	5.5	18.4	-2.5	2.5	-1.9	O=S(=O)(c1ccc(F)cc1)N1CCc2ccccc21
-2.5	-1.1	1.9	-22.3	0.1	-13.2	-3.2	8.6	-0.3	Cc1nc(Nc2cccc(C(C)O)c2)c2nnn(Cc3ccccc3F)c2n1 (stereo not drawn)
-5.8	x	-1.6	x	2.8	4.9	x	x	x	CC1CN(C(=O)COC(=O)Cc2c(Cl)cccc2Cl)CC(C)O1 (stereo not drawn)
